Mtb UGM inh: blocks M. tuberculosis UGM enzyme; inhibition, % at 10 µM; purified UGM, fluorescence polarization probe displacement; actives 0.06% (n = 320,000); P9WIQ1; AID 504406; in the data active means inhibition above about 10%, passing the limit was not always enough
Target sequence (P9WIQ1 whole entry, looked up): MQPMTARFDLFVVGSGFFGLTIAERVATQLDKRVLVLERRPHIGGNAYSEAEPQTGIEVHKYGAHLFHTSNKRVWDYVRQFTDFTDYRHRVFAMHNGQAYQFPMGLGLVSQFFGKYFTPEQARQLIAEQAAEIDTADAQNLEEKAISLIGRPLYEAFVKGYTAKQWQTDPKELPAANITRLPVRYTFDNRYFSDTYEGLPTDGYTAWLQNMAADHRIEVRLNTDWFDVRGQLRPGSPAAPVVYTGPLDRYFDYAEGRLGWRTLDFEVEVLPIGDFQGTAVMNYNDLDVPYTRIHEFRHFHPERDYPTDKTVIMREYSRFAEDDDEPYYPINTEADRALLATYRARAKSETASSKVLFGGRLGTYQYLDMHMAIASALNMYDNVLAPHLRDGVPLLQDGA
TcdB GH inh: TcdB glycohydrolase inhibition; P18177; TcdB glycohydrolase enzymatic assay, plate reader; inhibition, % at 9.99 µM; actives 0.24% (n = 350,000); in the data active means inhibition above about 10%
GDH-TPI counter: inhibits GDH-TPI coupling enzymes, artifact for Mtb FBA screen. actives 1.2% (n = 360,000). inhibition, % at 4.8 µM. GDH-TPI coupled enzyme counterscreen, NADH absorbance. AID 588335; in the data active means inhibition above about 30%;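 further: 0% = DMSO wells and 100% = wells lacking the enzyme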
Y pestis TopoI: Y. pestis Topo-I inhibition via cleavage products; Y. pestis Topo-I cleavage product accumulation, plate reader; activity, % at 10 µM; actives 0.064% (n = 360,000); in the data active means activity above about 50%, passing the limit was not always enough; further: inactives centre near 2
FBA Mtb inh: Mtb fructose-bisphosphate aldolase inhibition; purified M. tuberculosis FBA, fluorescence read-out; inhibition, % at 1 µM; actives 2.3% (n = 360,000); AID 588726; in the data active means inhibition above about 27%;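 further: 0% = vehicle and 100% = reference inhibitor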
Target sequence (P9WQA3 whole entry, looked up): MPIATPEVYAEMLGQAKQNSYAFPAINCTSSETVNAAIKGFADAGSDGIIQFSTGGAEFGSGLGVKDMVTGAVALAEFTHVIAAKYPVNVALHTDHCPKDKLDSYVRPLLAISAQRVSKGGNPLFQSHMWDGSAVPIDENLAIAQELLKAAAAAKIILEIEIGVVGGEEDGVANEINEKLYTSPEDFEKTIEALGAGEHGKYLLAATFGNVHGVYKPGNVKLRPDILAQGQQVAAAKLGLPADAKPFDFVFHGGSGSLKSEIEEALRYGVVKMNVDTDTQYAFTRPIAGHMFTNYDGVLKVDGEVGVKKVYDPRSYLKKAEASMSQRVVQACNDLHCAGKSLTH
BH1578 lux ind: inducers of Vibrio cholerae quorum light production without autoinducers | V. cholerae BH1578 lux reporter, luminescence, 6 h | activation, % at 18.7 µM | actives 0.16% (n = 350,000); in the data active means activation mostly above about 9.7%, no sharp cut-off; further: not every result past the cut was called active; inactives centre near 0; reference of the scale not given here
FadD28 binding: M. tuberculosis FadD28 bisubstrate binding inhibition; FadD28 bisubstrate probe binding, fluorescence polarization; inhibition, % at 12.5 µM; actives 0.22% (n = 360,000); in the data active means inhibition above about 8.5%, passing the limit was not always enough
Mtb BioA inh: blocks M. tuberculosis BioA enzyme activity. purified M. tuberculosis BioA enzyme, plate reader. inhibition, % at 9.99 µM. actives 0.096% (n = 360,000); in the data active means inhibition above about 40%
PfHsp40 rescue: restores yeast growth despite PfHsp40 toxicity; growth rescue, % at 12.5 µM; actives 0.68% (n = 340,000); AID 504582; S. cerevisiae expressing PfHsp40, growth rescue, ATP luminescence; in the data active means growth rescue above about 28%, passing the limit was not always enough;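 further: yeast W303a lacking pdr1 and pdr3 grown in galactose medium; growth measured after three days at 30 °C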
Numbers without * were called inactive; i = inactive; x = no result given.

Codes – A = Mtb UGM inh; B = TcdB GH inh; C = GDH-TPI counter; D = Y pestis TopoI; E = FBA Mtb inh; F = BH1578 lux ind; G = FadD28 binding; H = Mtb BioA inh; I = PfHsp40 rescue
> C(=N\N1CCN(c2ccccn2)CC1)/c1cccc2ccccc12
  A: -0.8 | B: -0.2 | C: 14.5 | D: 20.1 | E: 2.5 | F: -1.9 | G: -2.3 | H: 0.3 | I: 2.1

> Cc1ccc(SCc2noc(-c3c(C)noc3C)n2)cc1
  A: -4.2 | B: 0.9 | C: 10.3 | D: 7.8 | E: 0.6 | F: i | G: -1.2 | H: 0.4 | I: 1.8

> c1cc2c(cc1N1CCCCC1)C1CC2CCN1 (stereo unspecified)
  A: x | B: 0.7 | C: 5.2 | D: -0.3 | E: 1.6 | F: -0.5 | G: -1.8 | H: 32.3 | I: -1.9

> COc1c(C)cc(C(=O)C2CCCN(C(=O)CCc3scnc3C)C2)cc1C (stereo unspecified)
  A: -1.2 | B: 0.9 | C: 2.6 | D: 23.8 | E: -1.3 | F: -2.1 | G: -2.2 | H: x | I: 0.3

> Cc1cc(OCC(=O)N(C)Cc2ccccc2)cc(C)c1Cl
  A: 0.6 | B: 1.9 | C: 0.8 | D: 32.5 | E: -0.5 | F: -0.3 | G: -3.5 | H: 0.9 | I: 3.8

> CN1C(=O)NC(c2ccccc2)C2=C1CN(c1cccc(C(F)(F)F)c1)C2=O (stereo unspecified)
  A: 2.0 | B: x | C: 5.6 | D: 4.3 | E: 7.2 | F: -2.2 | G: -3.4 | H: 3.7 | I: -1.7

> CCCCCC(=O)N1C[C@@H](n2cc(-c3ccc(F)cc3)nn2)[C@H](O)C[C@@H]1c1ccc(C)cc1
  A: x | B: 0.4 | C: -10.9 | D: 27.9 | E: -4.5 | F: -0.5 | G: -4.5 | H: -2.6 | I: x

> Cc1onc(-c2c(F)cccc2Cl)c1C(=O)NCCc1ccc(S(N)(=O)=O)cc1
  A: -1.6 | B: 1.2 | C: 2.6 | D: 8.6 | E: -1.7 | F: -0.2 | G: -2.6 | H: -0.1 | I: -0.3

> Cc1c(CCC(=O)N[C@@H](CC(C)C)C(=O)O)c(=O)oc2cc3oc4c(c3cc12)CCCC4
  A: -0.1 | B: -0.8 | C: 16.9 | D: 11.9 | E: 19.7 | F: i | G: -3.4 | H: -1.2 | I: 1.6

> CN(C)S(=O)(=O)Nc1cccc(NC(=O)CC23CC4CC(CC(C4)C2)C3)c1
  A: -0.8 | B: 4.0 | C: -1.0 | D: -1.3 | E: 1.4 | F: -5.6 | G: -4.2 | H: 0.9 | I: 1.4

> CCCC(=O)N1CCCC(c2nc(-c3cccs3)no2)C1 (stereo unspecified)
  A: 1.1 | B: x | C: -9.9 | D: -0.9 | E: -10.9 | F: i | G: -4.4 | H: 2.3 | I: -1.6

> CN(Cc1ccc(C(F)(F)F)cc1)C(=O)C1CCC(=O)N(C2CC2)C1 (stereo unspecified)
  A: -1.3 | B: 0.6 | C: -6.2 | D: 12.1 | E: 2.2 | F: -0.2 | G: 1.8 | H: -0.9 | I: -2.4

> Cc1ccc(S(=O)(=O)N2[C@@H](c3ccc(Cl)cc3)C(C(=O)O)=CC[C@H]2c2ccc(Cl)cc2)cc1
  A: 3.0 | B: 2.9 | C: -6.7 | D: -2.7 | E: -0.4 | F: 0.4 | G: -11.8 | H: 2.1 | I: 20.7

> COc1ccc(NS(=O)(=O)c2cccc(C(=O)N(C)Cc3cccs3)c2)cc1
  A: -1.4 | B: 1.7 | C: -8.3 | D: -6.8 | E: 1.6 | F: -1.0 | G: -1.7 | H: 2.6 | I: 0.2

> CC1CCN(c2ccc(NC(=O)Cn3c(=O)oc4ccccc43)cc2)CC1
  A: -0.8 | B: 1.0 | C: 2.6 | D: -5.6 | E: -1.6 | F: -0.4 | G: 0.0 | H: -2.1 | I: 0.3

> CCOC(=O)Cc1csc(NC(=O)CN2C(=O)c3ccccc3C2=O)n1
  A: -0.7 | B: 1.7 | C: 5.4 | D: -0.9 | E: 2.9 | F: -0.4 | G: -0.5 | H: x | I: -0.4

> COc1ccc(S(=O)(=O)NCCc2ccccc2)c2cccnc12
  A: -1.5 | B: -0.2 | C: 0.0 | D: 6.7 | E: 12.6 | F: i | G: -1.2 | H: 1.3 | I: -1.3

> O=S(=O)(c1ccc(Cl)cc1Cl)N1CCCC1c1cccnc1 (stereo unspecified)
  A: 4.1 | B: 1.0 | C: 0.8 | D: 5.1 | E: 1.7 | F: -0.5 | G: -1.2 | H: x | I: 0.5

> CCOC(=O)C1=C(CC)Nc2ccccc2N=C1NC(=O)CCN1C(=O)C2CCCCC2C1=O (stereo unspecified)
  A: -1.8 | B: -0.7 | C: 4.3 | D: -9.1 | E: -2.4 | F: -0.3 | G: -1.3 | H: x | I: -0.5

> Cc1cccn2c(=O)c(/C=C(\C#N)C(N)=O)c(N3CCN(c4cccc(Cl)c4)CC3)nc12
  A: -0.5 | B: 1.6 | C: 4.6 | D: 11.3 | E: 6.3 | F: -0.5 | G: -0.8 | H: x | I: 3.4

> Cc1cc(C)c(OCC(=O)Nc2ccc(S(=O)(=O)N3CCCC3)cc2)c(C)c1
  A: 1.6 | B: 1.7 | C: 4.1 | D: -7.3 | E: 0.8 | F: i | G: 0.3 | H: 0.9 | I: -0.4

> CN1CCN(c2ccc([N+](=O)[O-])c(-n3nc(-c4ccccc4)c4ccccc4c3=O)c2)CC1
  A: -2.0 | B: x | C: 11.2 | D: 9.4 | E: -8.2 | F: i | G: -6.6 | H: -0.8 | I: 1.6

> Cc1cc(=O)oc2cc(OCC(=O)Nc3cccc(S(=O)(=O)N(C)C)c3)ccc12
  A: -0.5 | B: -0.6 | C: 0.7 | D: -0.6 | E: 1.4 | F: -0.6 | G: -5.3 | H: x | I: -2.2

> CCn1cc(C(=O)NCCc2ccc(OC)cc2)c(=O)c2ccc(C)nc21
  A: -0.6 | B: 1.0 | C: 4.2 | D: 9.1 | E: -1.0 | F: -0.8 | G: -3.4 | H: -11.4 | I: 0.3

> Cc1ccc(NC(=O)COc2ccc(Br)cc2CO)cc1S(=O)(=O)N1CCOCC1
  A: -0.8 | B: 1.0 | C: 3.9 | D: 28.3 | E: -1.4 | F: i | G: 4.7 | H: -0.4 | I: -1.0

(continued)
Codes – A = Mtb UGM inh; B = TcdB GH inh; C = GDH-TPI counter; D = Y pestis TopoI; E = FBA Mtb inh; F = BH1578 lux ind; G = FadD28 binding; H = Mtb BioA inh; I = PfHsp40 rescue
> CCCNc1c(NS(=O)(=O)c2cccs2)c(=O)oc2ccccc12
  A: -0.5 | B: -2.2 | C: 3.0 | D: 6.7 | E: 1.7 | F: -0.2 | G: -1.7 | H: -1.5 | I: 1.3

> Cn1/c(=N/NC(=O)c2cccc(OC(F)F)c2)sc2ccccc21
  A: 0.3 | B: -1.7 | C: 8.1 | D: -2.9 | E: -1.2 | F: i | G: -1.6 | H: x | I: -0.6

> COc1cccc(OC)c1C(=O)NN1CCCCC1
  A: -2.5 | B: 0.8 | C: -1.2 | D: 5.4 | E: 0.3 | F: i | G: -4.3 | H: -1.6 | I: 0.4

> CC(C)C(NC(=O)C1CCCCC1)C(=O)NCCc1ccccc1 (stereo unspecified)
  A: 1.6 | B: 0.4 | C: -6.5 | D: -2.2 | E: 4.6 | F: -0.7 | G: -2.4 | H: x | I: -0.4

> C=CCC1(CC=C)CCCN1C(=O)c1cc(COc2cccc(C(F)(F)F)c2)on1
  A: 2.4 | B: -0.8 | C: 9.1 | D: 21.0 | E: 5.3 | F: i | G: -1.5 | H: -0.1 | I: 1.2

> CCSc1ncnc2c1sc1nc3c(cc12)COC(C)(C)C3
  A: -0.6 | B: 1.8 | C: 1.5 | D: -3.3 | E: -1.0 | F: -0.2 | G: -0.5 | H: x | I: -0.3

> CN(C)C(=O)c1ccc(Nc2nnc(-c3ccc(O)cc3)c3ccccc23)cc1
  A: 2.0 | B: 2.1 | C: 17.2 | D: 7.2 | E: 1.1 | F: i | G: -5.3 | H: 21.6 | I: 1.0

> O=C(Nc1ccc([N+](=O)[O-])cc1)c1ccc(S(=O)(=O)N2CCCC2)cc1
  A: 0.5 | B: -0.4 | C: -2.2 | D: 1.3 | E: -2.6 | F: -0.1 | G: -3.3 | H: 1.7 | I: -2.2

> O=C(O)c1cc(S(=O)(=O)N2CCCCCC2)ccc1Cl
  A: 0.2 | B: x | C: 3.8 | D: 2.8 | E: 4.0 | F: i | G: -1.4 | H: 2.1 | I: 1.7

> CC1CC1C(=O)OCC(=O)Nc1ccc(N=Nc2ccccc2)cc1 (stereo unspecified)
  A: 4.9 | B: 2.1 | C: 29.0 | D: 3.6 | E: -5.1 | F: -0.4 | G: -2.6 | H: x | I: 12.2

> COC(=O)c1ccc(OCC(=O)NCCC2=CCCCC2)c(OC)c1
  A: -0.3 | B: -1.3 | C: -0.3 | D: 11.8 | E: 1.0 | F: -0.6 | G: -3.0 | H: -3.2 | I: 20.9

> CCCCNC(=O)Cn1cnc2sc(C(=O)OCC)c(C)c2c1=O
  A: 0.4 | B: x | C: -2.9 | D: 0.2 | E: 1.9 | F: -0.2 | G: -2.3 | H: -0.7 | I: 0.2

> COc1cccc(OC)c1NC(=O)Cn1nc(-c2ccc3c(c2)OCCO3)ccc1=O
  A: 4.8 | B: 0.9 | C: 1.5 | D: 0.1 | E: -2.2 | F: -0.3 | G: 0.1 | H: -2.0 | I: -0.4

> CC(OC(=O)c1ccc(NC(=O)CC#N)cc1)C(=O)Nc1ccc(S(=O)(=O)N2CCCC2)cc1 (stereo unspecified)
  A: x | B: 1.3 | C: 0.4 | D: -13.4 | E: -2.1 | F: -0.4 | G: -6.2 | H: -0.6 | I: x

> O=C(COC(=O)C1=Cc2ccccc2OC1)NC1CCCC1
  A: -0.4 | B: x | C: 8.2 | D: -0.2 | E: 2.7 | F: i | G: -1.2 | H: -4.9 | I: 1.3

> CCOc1ccc(OCC(=O)OCC(=O)NNC(=O)c2ccc([N+](=O)[O-])cc2)cc1
  A: 0.2 | B: -0.5 | C: 7.8 | D: -7.4 | E: 1.7 | F: i | G: -1.2 | H: -0.8 | I: -0.7

> CC1=CC(C)(C(Cl)(Cl)Cl)C(C)=CC1=NO (stereo unspecified)
  A: x | B: -0.4 | C: -2.6 | D: 3.7 | E: 5.5 | F: -4.5 | G: -1.1 | H: -1.2 | I: x

> O=C(NNC(=S)Nc1cccc(Cl)c1)c1ccccc1
  A: -0.7 | B: 1.6 | C: 6.3 | D: -0.1 | E: -0.3 | F: i | G: -1.6 | H: 0.9 | I: 1.9

> Cc1ccc(C(=O)CSc2nc3ccccc3c(=O)n2N)o1
  A: -2.3 | B: x | C: 16.8 | D: 5.8 | E: -1.2 | F: -1.4 | G: -4.5 | H: 0.0 | I: -0.9

3 compounds from above, showing only GDH-TPI counter:
Structure,GDH-TPI counter
CN(C)C(=O)c1ccc(Nc2nnc(-c3ccc(O)cc3)c3ccccc23)cc1,17.2
O=C(Nc1ccc([N+](=O)[O-])cc1)c1ccc(S(=O)(=O)N2CCCC2)cc1,-2.2
O=C(O)c1cc(S(=O)(=O)N2CCCCCC2)ccc1Cl,3.8

Two entries drawn at random from the list so far:
Codes – A = Mtb UGM inh; B = TcdB GH inh; C = GDH-TPI counter; D = Y pestis TopoI; E = FBA Mtb inh; F = BH1578 lux ind; G = FadD28 binding; H = Mtb BioA inh; I = PfHsp40 rescue
> COC(=O)c1ccc(OCC(=O)NCCC2=CCCCC2)c(OC)c1
  A: -0.3 | B: -1.3 | C: -0.3 | D: 11.8 | E: 1.0 | F: -0.6 | G: -3.0 | H: -3.2 | I: 20.9

> Cn1/c(=N/NC(=O)c2cccc(OC(F)F)c2)sc2ccccc21
  A: 0.3 | B: -1.7 | C: 8.1 | D: -2.9 | E: -1.2 | F: i | G: -1.6 | H: x | I: -0.6
